Screens (PubChem BioAssay)
HepG2 viability: qHTS for Inhibitors of TGF-b: Cytotox Counterscreen; HepG2 CAGA-GFP viability, ATP luminescence, 18 h; 0.76% of 410,000 active; Potency, µM (highest dose often 46.1 µM), for inactives: at the top dose activity change, negative = cytotoxicity, usual class: cytotoxic; also: potency is read from the fitted curve at half-maximal effect; some results filed as inactive show a strong effect at the top dose
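CellTiter-Glo luminescence gave cytotoxicity after 18 hours at 37 degrees C. The cells were HepG2 CAGA-GFP in 1% FBS DMEM, stimulated with 500 pg/mL TGF-beta after compound addition. %Activity was normalised to no-cell wells (complete cell-killing) and DMSO (no toxicity), and curves were fitted and classified.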
ATXN2 expr inh: Primary qHTS for Inhibitors of ATXN expression | HEK-293 ATXN2-luciferase reporter, luminescence, 24 h | Potency, µM (titrated, usually from 57 µM), for the others: top-dose activity change, negative = inhibition, usual class: inhibitors | 0.72% of 360,000 active; also: potency is read from the fitted curve at half-maximal effect; % is scaled to controls: 0 for no effect and ±100 for the full control effect; nearly all actives have a fitted effect of over 55% in size
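qHTS (up to 57 uM final) was run with 24 h compound exposure of reporter cells at 37 °C. Each well was multiplexed: SteadyGlo luminescence measured ATXN2-luciferase expression after a fluorogenic Gly-Phe-AFC viability readout (25 uM final).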
SW480 rereplic: A quantitative high throughput screen for small molecules that induce DNA re-replication in SW480 colon adenocarcinoma cells | SW480 DNA re-replication, Hoechst DNA content imaging, 48 h | Potency, µM (series often up to 46.1 µM), inactives show at the top dose re-replication activation, actives largely listed as activators | 1.8% of 340,000 active | AID 624297, 2012; also: potency is read from the fitted curve at half-maximal effect; % of control where 0% means no effect; nearly all actives have a fitted effect of over 55% in size
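First, 250 cells per well were seeded. Next, compound or vehicle (23 nL) was pinned in, plates sat 48 hr at 37 C. Finally Hoechst was added for 40 min before fluorescence scanning.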
KB-3-1 tox: qHTS assay for MDR1-selective chemotherapeutics: Primary screen using the parental adenocarcinoma cell KB-3-1. KB-3-1 viability, CellTiter-Glo ATP luminescence, 72 h. Potency, µM (doses to about 46.1 µM), without a hit: top-dose activity change, negative = cytotoxic, usual class: cytotoxic. 1.4% of 400,000 active; also: potency is read from the fitted curve at half-maximal effect; % is scaled to controls: 0 for no effect and ±100 for the full control effect; nearly all actives have a fitted effect of over 60% in size
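72 h, 37 °C compound treatment of KB-3-1 parental cells; CellTiter-Glo added, 10 min, luminescence read. Data corrected against DMSO-only plates and normalized before curve fitting.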
ATXN viability: Viability Counterscreen for Primary qHTS for Inhibitors of ATXN expression; S2 cells (HEK-293 line with an ATXN2-luciferase reporter) viability, CellTiter-Fluor protease fluorescence, 24 h; Potency, µM (series often up to 56.7 µM), hits mostly cytotoxic; 0.49% of 400,000 active; also: potency is read from the fitted curve at half-maximal effect; nearly all actives have a fitted effect of over 40% in size
HT1080NT lethal: qHTS for induction of synthetic lethality in tumor cells producing 2HG: qHTS for the HT-1080-NT fibrosarcoma cell line | Potency, µM (highest dose often 46.1 µM), for the others: at the highest dose activity, negative = less viability, most hits filed as cytotoxic | AID 686970, 2013 | 1.6% of 360,000 active | HT-1080-NT fibrosarcoma viability, CellTiter-Glo ATP luminescence, 48 h;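 also: NT is the 2HG producing partner of a matched IDH1 knockdown line; potency is read from the fitted curve at half-maximal effect; 0% = DMSO-treated cells and -100% = media-only wells without cells; nearly all actives have a fitted effect of over 55% in size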
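Viability by CellTiter-Glo luminescence after 48 h compound exposure at 37C of HT-1080-NT cells (750/well, RPMI, 5% FBS). % activity scaled between DMSO wells and medium-only wells, then curve-fitted and categorized by curve class.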
MCF10A rereplic: A quantitative high throughput screen for small molecules that induce DNA re-replication in MCF 10a normal breast cells | MCF 10A DNA re-replication, Hoechst nuclear intensity, 48 h | 2.9% of 350,000 active | Potency, µM (series often up to 46.1 µM), for the others: at the top dose activity, positive = re-replication, hits mostly activators; also: potency is read from the fitted curve at half-maximal effect; % of control where 0% means no effect; nearly all actives have a fitted effect of over 50% in size
IL1B secr inh: qHTS for Inhibitors of Inflammasome Signaling: IL-1-beta AlphaLISA Primary Screen. THP-1 LPS/ATP IL-1B secretion, AlphaLISA, 16 h; active compounds read low. activity change, % at 57.5 µM. 4.7% of 360,000 active; in the data active = activity change below about -50%; inconclusive = mostly about -30% to -49%; also: % is scaled to controls: 0 for no effect and ±100 for the full control effect
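Secreted IL-1B measured by AlphaLISA bead assay after 16 h compound exposure of THP-1 cells; compounds (final up to 57.5 uM) added 1 h before LPS (250 ng/mL) and ATP (1.25 mM) stimulation; lower signal means less secretion.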
HT1080 IDH1KD tx: qHTS for induction of synthetic lethality in tumor cells producing 2HG: qHTS for the HT-1080-IDH1KD cell line | Potency, µM (series often up to 46.1 µM), without a hit: at the highest dose activity, negative = toxicity, hits mostly cytotoxic | HT-1080 IDH1 knockdown viability, ATP luminescence, 48 h | 2% of 360,000 active;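 also: potency is read from the fitted curve at half-maximal effect; 0% = DMSO wells and -100% = cell-free medium wells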
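HT-1080-IDH1KD cells (IDH1 knocked down), 750/well in RPMI with 5% FBS, treated with compound 48 h at 37 degrees C. Viability by CellTiter-Glo luminescence, normalised to DMSO and no-cell wells; concentration-response curves classed.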
Numbers without * were called inactive; i = inactive; u = inconclusive; x = not tested or not shown; [ ] = dose if it differs, or a comment. Unless noted, calls follow the shape of the dose curve; as a rule, active = well fitted curve in the direction sought with a large enough effect; inconclusive = small, poorly fitted or top-dose-only effect, or another doubt; inactive = no such curve, though single readings can be large; an effect the other way counts as inactive or inconclusive.

SMILES,HepG2 viability,ATXN2 expr inh,SW480 rereplic,KB-3-1 tox,ATXN viability,HT1080NT lethal,MCF10A rereplic,IL1B secr inh,HT1080 IDH1KD tx
COc1ccc(CNC(=O)CN(C(=O)CCC(=O)Nc2ccccn2)c2cccc(C)c2C)cc1,-5%,-6%,-3%,-4%,i,0%,2%,0,-2%
Cc1cc(C)n(-c2nnc(C)n2NS(C)(=O)=O)n1,-19%,0%,-7%,0%,i,1%,4%,4,6%
Cc1nn(-c2ccccc2)c(C)c1NC(=O)COc1ccc2ccccc2c1,-10%,-25%,1%,u,i,-25%,u,-5,u
Cc1nn(-c2ccccc2)c2sc(-c3n[nH]c(=S)o3)cc12,-41%,34%,17%,0%,i,u,u,0,-10%
Cc1ccc(C)c(NC(=O)CN2C(=O)NC(C)(c3ccc4c(c3)OCCO4)C2=O)c1 (configuration not stated),2%,1%,-11%,0%,i,-2%[9.24 µM],4%,2,-1%
CNC(=O)C1(C)Cc2c(-c3ccc4c(c3)OCO4)ccnc2O1 (configuration not stated),-28%,3%,x,0%,i,19%,x,30,6%
O=C(NNc1nc2cc3c(cc2s1)OCO3)c1ccccc1,3%,13%,2%,-1%,i,-6%,9%,-17,0%
COc1cc(C(=O)N2CCN(c3cccc(C(F)(F)F)c3)CC2)ccc1OCC(=O)N1CCOCC1,-6%,-12%,-4%,-3%,i,-2%,0%,-10,-9%
Cc1ccc(-c2cc3c(N=O)c4ccccc4c-3n[nH]2)cc1,15%,-20%[11.3 µM],-3%,-7%,i,-3%,-10%,-6,-5%
Cc1[nH]n(C(N)=S)c(=O)c1N=Nc1cccc([N+](=O)[O-])c1C,20µM*,x,-21%,1%,i,1%,15%,-4,2%
O=C(COc1ccccc1)NCCSCc1ccc(Cl)cc1,-8%,-8%,0%,-7%,i,10%,-1%,-20,6%
CCCCn1nnnc1C1(C)CCC(=O)N1CCCN1CCOCC1 (configuration not stated),x,-4%,x,5%,u,17%,x,29,16%
CCOC(=O)Cn1c(=O)n(Cc2ccco2)c(=O)c2ccc(C(=O)NC3CCCC3)cc21,-12%,-15%,0%,1%,i,19%,-7%,-16,7%
NC(=O)C1CCCN(CC(=O)Nc2ccccc2C(=O)NC2CC2)C1 (configuration not stated),5%,1%,-5%,-2%,i,7%,2%,13,12%
Cc1nc(C(=O)NCC(=O)c2ccccc2)c(C(F)(F)F)o1,8%,-18%,u,1%,i,17%,-1%,-5,17%
O=C(NCCCN1CCCC1=O)c1sc2ccccc2c1Cl,-24%,31%,-2%,x,i,-11%,-13%,6,5%
O=C(O)c1cccc(CSc2nc(-c3ccc(Cl)cc3)cc(C(F)(F)F)n2)c1,-42%,-16%,-5%,0%,i,-17%,u,-19,u
O=C(CN1CCOCC1)Nc1c2c(nc3ccccc13)N(Cc1ccccc1)CC2,5%,-12%,-3%,0%,u,-10%,-3%,-9,-4%
Cc1cccn2c(=O)c3cc(C(=O)NCCN4CCOCC4)c(=N)n(Cc4ccc(F)cc4)c3nc12,-13%,u,u,16µM*,i,-22%,2.3µM*,u,u
O=C(NCc1ccccc1Cl)C1CCC(CNS(=O)(=O)c2ccc(Br)s2)CC1 (configuration not stated),-3%,-21%,x,6%,u,x,x,x,x
COc1cccc(C(=O)NCCS(=O)(=O)NCCCc2ccccc2)c1,8%,-21%,-3%,-5%,i,6%,-5%,0,0%
O=C(COc1coc(CN2CCN(c3ccccc3)CC2)cc1=O)NC1CCCC1,20%,-5%,-2%,-9%,i,4%,-1%,14,1%
O=C(NCc1cccnc1)c1ccccc1NS(=O)(=O)c1ccc(F)cc1F,0%,2%,-3%,15%,i,-5%,6%,31,2%
CC(C)CNC(=O)C1(C)CCCN1C(=O)c1cc2ccccc2s1 (configuration not stated),-6%,-2%,x,0%,i,-3%,x,0,6%
CC(C)CN1C(=O)CSCC1(C)C(=O)NC(C)C (configuration not stated),x,x,x,-6%,x,4%,x,-68*,-5%
O=C(CNC(=O)c1sc2ccccc2c1Cl)NCc1ccccc1,-26%,-12%,u,0%,i,-1%,13%,0,-9%
N#C/C(=C\c1ccccc1)C(=O)Nc1ccccn1,-1%,16%,3%,13%,i,9%,9%,12,6%
O=c1[nH]ncc2c3ccccc3n(Cc3ccccc3F)c12,-11%,-14%,-6%[9.22 µM],-8%,i,-15%,6%,30,-23%
CCO[C@H]1OC(C(=O)NCc2ccccc2)=C[C@@H](c2ccc3c(c2)OCO3)[C@@H]1CCCO,4%,3%,-13%[9.22 µM],-17%,i,1%,u,-21,-3%
CC(C)OC(=O)CSc1nc2cc3c(cc2cc1C#N)OCO3,21%,27%,7%,0%,i,3%,6%,0,12%

Continued.
SMILES,HepG2 viability,ATXN2 expr inh,SW480 rereplic,KB-3-1 tox,ATXN viability,HT1080NT lethal,MCF10A rereplic,IL1B secr inh,HT1080 IDH1KD tx
CCCCOC(=O)CSC1=C(C#N)C(c2ccccc2OC)C(C#N)C(=O)N1 (configuration not stated),-39%,-2%,2%,0%,i,0%,u,u,-13%
COc1ccc(CCn2c(N)c(C#N)c3nc4ccccc4nc32)cc1OC,-3%,-13%,u,24%,i,-12%,u,-9,-9%
Cc1ccc(C(=O)/C=C/Nc2ccccn2)cc1,-24%,u,23%,0%,i,3%,27%,-4,8%
CC(OC(=O)C1=Cc2ccccc2OC1)C(=O)NC(C)(C)C (configuration not stated),-2%,x,1%,-4%,u,4%,3%,-6,4%
Cc1[nH]nc(Nc2ccc(Br)cc2)c1[N+](=O)[O-],-15%,21%,-3%,-2%,i,0%,20%,-10,-3%
O=C(Nc1nnc([C@H]2C[C@H](O)[C@@H](CO)O2)s1)c1cccc(OC(F)(F)F)c1,4%,9%,x,9%,i,7%,x,28,23%
CCC(=O)NC(=S)Nc1ccc(S(=O)(=O)NC(C)=O)cc1,-11%,-8%,-4%,10%,i,20%,0%,1,20%
O[C@@H]1Cc2ccccc2O[C@H]1c1ccccc1,-5%,-14%[2.22 µM],6%[1.84 µM],12%,i,2%,-26%,21,6%
CCCOc1ccc(N2CC(C(=O)Nc3ccc4c(c3)OCO4)CC2=O)cc1 (configuration not stated),8%,9%,-2%,1%,i,-3%,-2%,7,4%
N#CCSc1nc2ccc(N3CCOCC3)cc2c(=O)n1CCc1ccccc1,-14%,-3%,4%,-23%,i,-3%,20%,-51*,8%
O=C(C1=C(O)C(=O)N(c2nccs2)C1c1ccccc1)c1cc2ccccc2o1 (configuration not stated),-39%,-2%,1%,u,i,u,u,-14,u
CC1CCCCC1NC(=O)c1ccc(CSc2nc3ccncc3[nH]2)cc1 (configuration not stated),-6%,1%,-6%,-1%,i,-11%,7%,-5,0%
Cc1ccccc1-c1cccc([C@@H]2C[C@H]3[C@H](CON3C)CN2Cc2cc(Cl)cc(Cl)c2)c1,-12%,-6%,-20%[9.22 µM],u,i,4%,0%,-19,4%
CCCCN(C(=O)CCC(=O)Nc1cc(C)on1)C(C(=O)NC(C)(C)C)c1ccccc1Cl (configuration not stated),-6%,3%,8%,1%,i,6%,16%,25,-15%
COCCNC(=O)C1(C)CCCN(C(=O)c2ccco2)C1 (configuration not stated),-15%,8%,x,0%,i,9%,x,53,24%
Cc1ccc(NC(=O)CSc2n[nH]c(C)c2[N+](=O)[O-])cc1,4%,-7%,u,2%,i,9%,-65%[inhibitor],0,3%
COc1ccc(NC(=O)CSc2nc3c(c(=O)n2-c2ccccc2)SCC3)c(OC)c1,7%,-4%,14%,u,i,-4%,-2%,-2,-2%
O=C(N/N=C/c1ccccc1C(=O)O)c1cccc(S(=O)(=O)Nc2cc(Cl)ccc2Cl)c1,4%,4%,-2%,-2%,i,-6%,10%,7,0%
CSc1ccccc1-c1nnc(-c2ccc(Cl)cc2Cl)o1,-14%,45%[activator],2%,-2%,i,0%,10%,9,0%
Cc1ccc(/C(O)=C2/C(=O)C(=O)OC2c2ccc(Cl)cc2)cc1 (configuration not stated),-37%,-7%,-1%,2%,i,-4%,-2%,u,6%
O=c1cc(CN2CCN(c3ccc(Cl)c(Cl)c3)CC2)c2c(ccc3ccccc32)o1,-14%,2%,x,0%,i,14%,x,9,12%
O=C(O)c1ccc(NC(=O)c2cc(S(=O)(=O)N3CCCCC3)c(Cl)cc2Cl)cc1,15%,4%,x,2%,i,x,x,x,x

Three entries already listed, arranged by their value in IL1B secr inh, highest first.
structure	IL1B secr inh
CSc1ccccc1-c1nnc(-c2ccc(Cl)cc2Cl)o1	9
CC1CCCCC1NC(=O)c1ccc(CSc2nc3ccncc3[nH]2)cc1 (configuration not stated)	-5
Cc1ccccc1-c1cccc([C@@H]2C[C@H]3[C@H](CON3C)CN2Cc2cc(Cl)cc(Cl)c2)c1	-19
